LMNA splice mod: modulators of lamin A splicing. Potency, µM (doses to about 46.1 µM), for the others: top-dose ratio change, negative = inhibition, most hits filed as inhibitors. AID 1487. 200,000 compounds, 0.01% hits. HeLa LMNA splicing GFP/RFP minigene ratio, 48 h; active means well fitted inhibition curve with a large enough effect in the signal ratio, with a control signal flat, not every such curve was filed as active; inconclusive means small, poorly fitted or top-dose-only effect, or effect the other way, or a change in a side signal; the % refers to the signal ratio; further: on the % scale 0 is the no-effect control and ±100 the full control effect
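S3 HeLa cells stably expressing lamin A-EGFP splicing minigene plus DsRed2, 600 cells/well, 48 h compound exposure at 37C. Laser-scanning cytometry; analysed as GFP (500-530 nm)/RFP (575-640 nm) total intensity ratio; 0.5% DMSO vehicle.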
TRb SRC2 PPI: TRbeta-SRC2 interaction inhibition; TRbeta-SRC2 peptide binding, fluorescence polarization; receptor liganded with 1 µM T3; P10828; 280,000 compounds, 0.065% hits; Potency, µM (top dose mostly 106 µM), for inactives: at the highest dose activity change, negative = inhibition, hits mostly inhibitors;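 further: plate controls were bound peptide for no effect and peptide without receptor for full effect; nearly all actives have a fitted effect of over 50% in size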
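Polarization signal, normalized between peptide-alone and full complex controls, measured compound effects on T3-liganded human TRb LBD (0.6 uM) binding 20 nM Texas Red SRC2 peptide after 5 hr.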
TexasRed fluor: counter-screen for TRb-SRC2 inhibitors: fluorescence interference | TRb/SRC2 Texas Red total fluorescence interference | Potency, µM (series often up to 106 µM), for inactives: at the highest dose fluorescence change, negative = quenching | 280,000 compounds, 0.29% hits | AID 1479; active means well fitted curve in either direction with a large enough effect; inconclusive means small, poorly fitted or top-dose-only effect; further: on the % scale 0 is the no-effect control and ±100 the full control effect
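Human TRβ ligand-binding domain (0.6 uM) and Texas Red SRC2 peptide (20 nM) in Tris buffer with 1 uM T3 and 5% DMSO were incubated with pinned compound for 5 hr at ambient temperature. Total fluorescence was computed as S + 2P (555/632 nm).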
RGS12 GoLoco inh: inhibitors of human Gai1-RGS12 GoLoco interaction (red fluorophore); P63096; Gai1:RGS12 GoLoco peptide FP, rhodamine, 10 min; Potency, µM (titrated, usually from 61.6 µM), for inactives: top-dose activity, negative = inhibition, usual class: inhibitors; 230,000 compounds, 0.44% hits; AID 880; active means well fitted inhibition curve with a large enough effect, not every such curve was filed as active; inactive means no such curve, though single readings can be large or run the other way; further: on the % scale 0 is the no-effect control and ±100 the full control effect; nearly all actives have a fitted effect of over 30% in size; many of its hits are not listed in these tables
SMN2 splice enh: SMN2 splice variant enhancement. HEK293 SMN2-luciferase splicing reporter, luminescence, 30-36 h. Potency, µM (doses to about 46.1 µM), for the others: top-dose activity change, positive = activation, usual class: activators. 210,000 compounds, 2.8% hits. AID 1458; further: % of control where 0% means no effect; nearly all actives have a fitted effect of over 55% in size
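HEK293 cells carry an SMN2 […]–luciferase reporter in which exon 7 inclusion puts luciferase in frame. Cells were plated 10-12 h before compound addition, then incubated 30-36 h at 37C. ONE-Glo luminescence was read; sodium butyrate at 4.5 mM final served as control.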
RECQ1 inh: blocks DNA unwinding by human RECQ1 | RECQ1 DNA unwinding, red fluorescence kinetic read | Potency, µM (doses to about 57.3 µM), for the others: at the highest dose activity, negative = inhibition, most hits filed as inhibitors | 240,000 compounds, 0.54% hits | AID 2549;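 further: plate controls were vehicle for no effect and no enzyme for full effect; nearly all actives have a fitted effect of over 30% in size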
Target sequence (P46063 whole entry, looked up): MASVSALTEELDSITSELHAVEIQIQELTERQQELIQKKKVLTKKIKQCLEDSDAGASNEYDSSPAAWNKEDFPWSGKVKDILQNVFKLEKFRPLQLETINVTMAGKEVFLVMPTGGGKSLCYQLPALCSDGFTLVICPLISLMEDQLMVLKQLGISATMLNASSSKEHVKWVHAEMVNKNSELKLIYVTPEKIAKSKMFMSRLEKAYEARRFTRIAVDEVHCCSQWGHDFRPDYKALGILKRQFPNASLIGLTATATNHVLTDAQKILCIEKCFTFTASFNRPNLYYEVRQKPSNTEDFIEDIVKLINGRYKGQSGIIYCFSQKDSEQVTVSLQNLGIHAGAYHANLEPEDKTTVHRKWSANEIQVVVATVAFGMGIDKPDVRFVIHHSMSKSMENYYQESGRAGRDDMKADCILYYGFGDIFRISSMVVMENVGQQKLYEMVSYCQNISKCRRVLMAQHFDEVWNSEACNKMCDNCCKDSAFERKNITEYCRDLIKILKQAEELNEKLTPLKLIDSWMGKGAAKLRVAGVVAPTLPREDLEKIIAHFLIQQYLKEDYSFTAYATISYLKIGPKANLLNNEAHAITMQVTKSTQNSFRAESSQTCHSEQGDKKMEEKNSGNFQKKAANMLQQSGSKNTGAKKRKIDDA
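50 nM RECQ1T1 preincubated 15 min with compound in Tris pH 8.0 buffer with MgCl2, DTT, Tween-20 and 2.5 ug/ml poly(dI-dC); started with 200 nM TAMRA/BHQ-2 forked duplex and 2 mM ATP. Unwinding read as fluorescence (525/598 nm), two reads 2 h apart.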
ALDH1A1 block: blocks purified human ALDH1A1 activity. Purified ALDH1A1, NADH fluorescence, propionaldehyde substrate. 220,000 compounds, 7.3% hits. Potency, µM (doses to about 75.3 µM), for inactives: at the top dose activity, negative = inhibition, most hits filed as inhibitors. AID 1030. P00352; active means well fitted inhibition curve with a large enough effect, not every such curve was filed as active; inconclusive means small, poorly fitted or top-dose-only effect, or another doubt; inactive means no such curve, though single readings can be large or run the other way;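 further: plate controls were no enzyme wells and a reference inhibitor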
KDM4E inh: inhibitors of human JMJD2E histone demethylase; B2RXH2; JMJD2E catalytic domain, FDH-coupled NADH fluorescence (FDH is formaldehyde dehydrogenase); Potency, µM (top dose mostly 57.1 µM), for the others: at the top dose activity change, negative = inhibition, actives largely listed as inhibitors; 230,000 compounds, 1.6% hits; AID 2147; active means well fitted inhibition curve with a large enough effect, not every such curve was filed as active; inconclusive means small, poorly fitted or top-dose-only effect, or another doubt; inactive means no such curve, though single readings can be large or run the other way;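 further: 0% = wells with enzyme and -100% = buffer wells without enzyme; nearly all actives have a fitted effect of over 50% in size; many of its hits are not listed in these tables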
Target sequence (B2RXH2 1-337 limits assumed): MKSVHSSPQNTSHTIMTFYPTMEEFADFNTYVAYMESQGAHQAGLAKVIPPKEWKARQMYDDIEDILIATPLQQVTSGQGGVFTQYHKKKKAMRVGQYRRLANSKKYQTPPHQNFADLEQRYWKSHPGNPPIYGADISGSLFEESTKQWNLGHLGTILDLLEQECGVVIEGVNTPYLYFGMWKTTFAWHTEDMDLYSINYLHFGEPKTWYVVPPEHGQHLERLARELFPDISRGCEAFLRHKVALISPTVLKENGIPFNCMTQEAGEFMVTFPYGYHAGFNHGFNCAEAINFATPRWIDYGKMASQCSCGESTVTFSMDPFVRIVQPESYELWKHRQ
* hit, by the source's call; i = inactive; ? = inconclusive; . = not tested or not shown; [ ] = another dose, or the depositor's remark. Unless noted, the call rests on the fitted dose curve; in most records, active means well fitted curve in the direction sought with a large enough effect; inconclusive means small, poorly fitted or top-dose-only effect, or another doubt; inactive means no such curve, though single readings can be large; an effect the other way counts as inactive or inconclusive. Potency means the concentration at half of the fitted maximal effect. A portion of the library; rates above refer to the full screens.

Order of values: LMNA splice mod | TRb SRC2 PPI | TexasRed fluor | RGS12 GoLoco inh | SMN2 splice enh | RECQ1 inh | ALDH1A1 block | KDM4E inh
> O=C(Cn1[nH]c(=O)c2ccccc2c1=O)Nc1cccc(-c2nnc3n2CCCCC3)c1
 : -3% | -6% | -1% | 0% | -25% | -1% | ? | -3%
> Cc1ccccc1C(=O)N1CCC(C(=O)O)CC1
 : -4% | 4% | 2% | -8% | -16% | i | -2% | 3%
> S=C(NCc1ccco1)Nc1cc(-c2ccccc2)[nH]n1
 : ? | 1% | -7% | 9% | 10% | i | 1.1µM* | -20%
> COC(=O)C(C(=O)OC)c1ccc(-n2cccc2)cc1
 : . | -8% | -4% | 6% | -7% | 9% | ? | -2%
> CCOC(=O)N1CC=C2C(C#N)=C(N)C(C#N)(C#N)[C@H](c3ccccc3OCC)[C@H]2C1
 : 2% | -4% | -2% | 9% | . | i | 7% | 3%
> CN(CCCC[C@H](CNCc1ccc(-c2ccccc2)cc1)N1C[C@H](c2ccccc2)N(CCc2ccc(Cl)c(Cl)c2)C(=O)C1=O)Cc1ccc(-c2ccccc2)cc1
 : . | 9% | -2% | 13% | . | i | . | ?
> CC(C)[C@H](NS(=O)(=O)c1ccc2c(c1)OCCO2)C(=O)OCC(=O)Nc1cc(Cl)ccc1Cl
 : ? | 1% | 3% | -2% | -8% | 50µM* | ? | 1%
> CN(C)/C=C1/N=C(c2ccccc2)OC1=O
 : -3% | -2% | 1% | -4% | -28% | 21% | -9% | -6%
> CCSC1=C(C#N)C(c2ccccc2OC)CC(=O)N1 (configuration not stated)
 : 4% | 0% | -5% | -8% | -4% | -1% | ? | -21%
> CN1CCN(C2=C(Cl)C(=O)N(c3cccc(Cl)c3)C2=O)CC1
 : -10% | -3% | -1% | 8% | ? | -18% | ? | -3%
> CCOC(=O)c1ccc(CNCc2ccc(Br)cc2)cc1
 : 4% | 7% | 0% | -1% | -8% | -11% | -1% | 2%
> CC(C)CCNC(=O)C1CCCN1C(=O)NC1CCCCC1 (configuration not stated)
 : -7% | -12% | 2% | 19% | 4% | -10% | 10% | 2%
> N#Cc1nc(COc2ccc(Br)cc2)oc1NCCCn1ccnc1
 : ? | -10% | -1% | 5% | -10% | -6% | 14% | 8%
> Cn1c(N)c(C(=O)c2ccc(F)cc2F)c(=O)n(C)c1=O
 : 4% | 0% | -1% | . | . | -16% | 9% | 1%
> OC(Cn1cncn1)(c1ccccc1)c1ccccc1
 : 2% | -10% | 0% | 3% | . | i | -5% | 5%

Among those listed so far, these contain bromine:
Order of values: LMNA splice mod | TRb SRC2 PPI | TexasRed fluor | RGS12 GoLoco inh | SMN2 splice enh | RECQ1 inh | ALDH1A1 block | KDM4E inh
> CCOC(=O)c1ccc(CNCc2ccc(Br)cc2)cc1
 : 4% | 7% | 0% | -1% | -8% | -11% | -1% | 2%
> N#Cc1nc(COc2ccc(Br)cc2)oc1NCCCn1ccnc1
 : ? | -10% | -1% | 5% | -10% | -6% | 14% | 8%

(continued)
Order of values: LMNA splice mod | TRb SRC2 PPI | TexasRed fluor | RGS12 GoLoco inh | SMN2 splice enh | RECQ1 inh | ALDH1A1 block | KDM4E inh
> NS(=O)(=O)c1cccc(NC(=O)CSc2nc3ccc(Cl)cc3[nH]2)c1
 : ? | -4% | -2% | 17% | -1% | -8% | -1% | -7%
> Cc1nc(NC(C)c2ccccc2)c2oc3ccccc3c2n1 (configuration not stated)
 : ? | -20% | 2% | -14% | -39%[inhibitor] | i | -14% | ?
> O=C1C2C3CC(C(Br)C3Br)C2C(=O)N1c1ccccn1 (configuration not stated)
 : 5% | -2% | -3% | 4% | -9% | -4% | 3% | 0%
> CCCc1cc(C(=O)Nc2cc(C)nn2-c2ccccc2)no1
 : -5% | 10% | -1% | 3% | 12% | -8% | 5% | 2%
> COc1ccc(Nc2nccc3c2nnn3C)cc1
 : ? | -10% | -2% | 7% | ? | -8% | 6% | -4%
> COc1ccc(CCN=C(N)NS(=O)(=O)c2cccs2)cc1
 : . | 0% | -1% | -5% | 1% | -7% | ? | 1%
> CCOC(=O)CC(NC(=O)C1c2ccccc2Oc2ccccc21)c1ccccc1Cl (configuration not stated)
 : -3% | 7% | -1% | -8% | -6%[1.84 µM] | -10% | -18% | 1%
> C=CCNC(=O)CC1C(=O)NCCN1Cc1ccc(-c2ccccc2)cc1 (configuration not stated)
 : -8%[46 µM] | -5% | 4% | -33% | 0% | i | 5% | -20%
> COc1ccc(C(=O)NCC(=O)OCC(=O)c2ccc(Cl)cc2)cc1OC
 : . | -3% | -2% | 17% | 6% | i | -8% | -4%
> CCOC(=O)c1ccc(NC(=S)N2CCCC(C)C2)cc1 (configuration not stated)
 : -7%[46 µM] | -3% | -1% | 1% | 28% | i | 6% | 7%
> COc1ccccc1/C=C/C(=O)NCc1ccccn1
 : -18%[46 µM] | 3% | 0% | -7% | -12% | i | ? | ?
> CCN(CC)CCCNC(=O)Cn1ncc2c(=O)oc3ccc(C)cc3c21
 : -9% | 6% | -1% | 10% | -8% | -6% | -1% | 12%
> CCc1cccc2c(C(=O)C(F)(F)F)cn(CC(=O)N3CCOCC3)c12
 : ? | 1% | -1% | 17% | -18% | 7% | -1% | -20%
> CCCSc1cc(NCCOC(=O)CCC)c([N+](=O)[O-])c2nonc12
 : ? | 0% | 2% | -2% | ? | -3% | ? | -3%
> Cc1nc2ccccc2c(=O)n1/N=C/c1cn[nH]c1-c1ccccc1
 : . | -2% | -2% | 15% | . | -7% | . | 0%
> COc1ccc(C(NC(=O)/C=C\c2ccco2)c2ccc(OC)c(OC)c2)cc1 (configuration not stated)
 : 8% | -5% | -3% | 5% | 3% | -17% | ? | -6%
> Cc1cccc(NC(=O)COC(=O)c2ccc3c(=O)n4c(nc3c2)CCC4)c1
 : 5% | 7% | -1% | 14% | -11% | 6% | ? | ?
> Cc1ccc(NC(=O)CN2CCc3ccccc3C2)cc1F
 : . | -3% | -1% | -7% | . | -1% | . | ?
> CCOC(=O)N1CCN(C(=O)c2ccc3c(c2)sc2nc(-c4ccccc4)cn23)CC1
 : 0% | -4% | -2% | 7% | -32%[inhibitor] | -4% | ? | -19%
> CNC(=O)c1c(C)nn(-c2ccc(F)c(Cl)c2)c1-c1cc(C)on1
 : . | 3% | 0% | 0% | . | -13% | . | -2%
> Cc1ccc(NC(=O)C(=O)NCc2ccc(/C=C(/C#N)C(=O)NCc3cccnc3)o2)cc1C
 : 5% | -4% | -6% | 20% | -28% | 5% | ? | ?
> CC(C)CC(=O)Nc1cc([N+](=O)[O-])ccc1Cl
 : 4% | 0% | -6% | 7% | -5% | -2% | 2% | 2%
> COCC(=O)Nc1ccc(S(=O)(=O)Nc2cc(C)nc(C)n2)cc1
 : 5% | -2% | 0% | -7% | 23% | -4% | -3% | 2%
> O=C(c1ccccc1)N1CCCOC1c1ccccc1 (configuration not stated)
 : -3% | -3% | -8% | 8% | -14% | -1% | -3% | 4%
> CC(C)=CCN1CCN(Cc2cn[nH]c2C2CCCCC2)CC1CCO (configuration not stated)
 : . | -3% | -4% | 9% | . | 0% | 10% | 10%
> Cc1occc1C(=O)NNC(=S)NCC(C)C
 : 0% | -2% | -1% | 9% | 6% | i | 2% | 4%
> O=C(CC1OC(=O)c2ccccc21)NC1CCCCC1 (configuration not stated)
 : ? | -12% | 0% | 6% | -7% | ? | -5% | 1%
> CC[n+]1c(/C=C2\C=C(C)CC(C)C2)sc2ccccc21 (configuration not stated)
 : ? | 2% | 7% | 2% | -42%[inhibitor] | -8% | ? | ?
> Cc1ccc(C2=NNC(=O)C(c3ccc(Cl)cc3)C2)cc1 (configuration not stated)
 : -6% | -6% | -2% | 1% | 3% | -13% | -4% | -3%
> COc1cccc(C2C(C(N)=O)=C(C)Nc3nc(CCCO)nn32)c1OC (configuration not stated)
 : -7% | -1% | 0% | 4% | 9% | i | -4% | -28%

2 of the compounds above, as a markdown table.
| Molecule | LMNA splice mod | TRb SRC2 PPI | TexasRed fluor | RGS12 GoLoco inh | SMN2 splice enh | RECQ1 inh | ALDH1A1 block | KDM4E inh |
| --- | --- | --- | --- | --- | --- | --- | --- | --- |
| Cc1occc1C(=O)NNC(=S)NCC(C)C | 0% | -2% | -1% | 9% | 6% | i | 2% | 4% |
| O=C(CC1OC(=O)c2ccccc21)NC1CCCCC1 (configuration not stated) | ? | -12% | 0% | 6% | -7% | ? | -5% | 1% |

(further entries)
Order of values: LMNA splice mod | TRb SRC2 PPI | TexasRed fluor | RGS12 GoLoco inh | SMN2 splice enh | RECQ1 inh | ALDH1A1 block | KDM4E inh
> O=S1(=O)CCC(NCC2CCCO2)C1 (configuration not stated)
 : 0% | 10% | -4% | 0% | -11% | -5% | -16% | 1%
> O=C(N/N=C/c1cccnc1)c1ccc(S(=O)(=O)N2CCCCCC2)cc1
 : . | 6% | -1% | 1% | . | -30% | . | ?
> COc1ccc(OC)c(-n2nnnc2SCC(=O)N2CCN(C(=O)c3ccco3)CC2)c1
 : 1%[46 µM] | 10%[53 µM] | -1%[53 µM] | -4% | . | i | ? | -8%
> COc1cccc(NC(=O)Nc2ccc(Cc3ccncc3)cc2)c1
 : ? | 1% | -7% | -11% | -35%[inhibitor] | 12% | 3% | 3%
> O=C(c1cc2c(=O)oc3ccccc3c2s1)N1CCOCC1
 : -7% | -3% | -2% | 7% | 10% | -6% | 2% | -3%
> NC(=O)c1sc2nc3c(c(-c4ccc(Cl)cc4)c2c1N)CCCC3
 : 20% | -14% | 0% | 3% | 26% | -1% | ? | -18%
> CCN(CC)S(=O)(=O)c1cccc(NC(=O)COc2ccc(Cl)cc2Br)c1
 : -21% | 0% | 9% | 3% | -37%[inhibitor] | -16% | 3% | 1%
> Cc1ccc(-n2c(Cn3nc(C(F)(F)F)cc3C)n[nH]c2=S)cc1
 : -1% | 1% | 0% | 12% | 18% | -8% | ? | -10%
> COc1ccc(-n2nc(C(=O)O)c3ccccc3c2=O)cc1
 : 2% | -1% | -3% | -10% | 5% | -1% | 5% | -5%

Screening data as filed in PubChem.
